# Bioassay records as filed in PubChem.
# hIAP activ: human IAP activation; P09923; purified human IAP, CDP-Star luminescence, 30 min; stronger effect = higher value; 1 = vehicle-only enzyme, 0 = enzyme-free background; activation factor at 10 µM; 330,000 compounds, 0.16% hits; AID 2524;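 active = activation factor of the enzyme at least 2-fold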; also: the source names both 10 and 20 µM as test concentration; values of inactives mirror those of a sister screen read the other way
# MPTP block: inhibitors of mitochondrial permeability transition pore. inhibition, % at 10 µM. 360,000 compounds, 1.4% hits. isolated mouse mitochondria, Ca2+ swelling absorbance, 30 min;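 active = inhibition of 50% or more, scaled per plate between neutral and stimulator controls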;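 also: 0% = DMSO wells given calcium and 100% = 1 mM EGTA wells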
# ATG4B inhibitor: ATG4B (human) cysteine protease inhibition; AID 504462; 340,000 compounds, 0.51% hits; ATG4B cleavage of LC3-PLA2, NBD-HPC fluorescence, 1 h; inhibition, % at 8.33 µM; in the data active = inhibition above about 40%
# SENP8 inh: SENP8 (human) protease inhibition | Q96LD8 | recombinant SENP8, Nedd8 substrate fluorescence | 360,000 compounds, 0.64% hits | inhibition, % at 20 µM; in the data active = inhibition mostly above about 40%, no sharp cut-off; inactive = mostly below about 27%
# Target sequence (Q96LD8 whole entry, looked up): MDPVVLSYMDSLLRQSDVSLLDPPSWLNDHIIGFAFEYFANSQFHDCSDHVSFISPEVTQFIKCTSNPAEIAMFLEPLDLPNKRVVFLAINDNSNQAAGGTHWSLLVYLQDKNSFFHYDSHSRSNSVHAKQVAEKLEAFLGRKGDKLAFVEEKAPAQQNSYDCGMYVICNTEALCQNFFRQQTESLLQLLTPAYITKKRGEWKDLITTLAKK
# PfG6PD inh: PfG6PD (Plasmodium falciparum) enzyme inhibition. PfGluPho enzyme, NADPH resazurin-diaphorase fluorescence. inhibition, % at 20 µM. 350,000 compounds, 0.78% hits. AID 504690;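 active = inhibition reaching at least a set limit at 20 µM in the primary screen, cut at about 59% in these data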;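 also: 0% = DMSO wells with substrate and 100% = DMSO wells lacking glucose-6-phosphate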
# SENP1 FRET inh: inhibitors of human SENP1 SUMO protease catalytic domain | Q9P0U3 | recombinant SENP1 catalytic domain, CyPet-SUMO1-YPet FRET cleavage | inhibition, % at 10 µM | 360,000 compounds, 0.21% hits;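 active = inhibition at least 30% at 10 µM, raw YFP signal under a set limit, fluorescence ratio 0.5 to 1.5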;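 also: 0% = enzyme with DMSO and 100% = no enzyme wells; some results filed as inactive read as strong as hits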
# Target sequence (Q9P0U3 419-644 limits assumed): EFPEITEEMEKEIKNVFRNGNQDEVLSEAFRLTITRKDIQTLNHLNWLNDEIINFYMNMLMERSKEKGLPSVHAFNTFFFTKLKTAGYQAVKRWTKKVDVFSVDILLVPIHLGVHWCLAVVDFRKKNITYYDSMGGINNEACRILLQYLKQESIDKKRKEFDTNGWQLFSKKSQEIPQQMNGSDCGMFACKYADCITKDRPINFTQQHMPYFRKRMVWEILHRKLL
#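 Test system: hSENP1 catalytic domain, recombinant; Amount: 20 pM final SENP1 enzyme; Medium: Tris pH 8 buffer plus EDTA, NaCl, BME, BSA, NP40, catalase; Schedule: 50 min enzyme reaction, room temperature, light-protected; Technique: FRET fluorescence in CFP and YFP emission channels; Controls: no-enzyme wells low, DMSO-plus-enzyme wells high control.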
# SENP6 inh: inhibitors of human SENP6 protease. Q9GZR1. Recombinant SENP6 catalytic domain, aminoluciferin luminescence. inhibition, % at 10 µM. 330,000 compounds, 1.8% hits;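 active = inhibition above about 50% at the single tested dose, limit read from the data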;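 also: plate controls were DMSO wells with enzyme for no effect and DMSO wells lacking enzyme for full effect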
# Target sequence (Q9GZR1 628-1112 limits assumed): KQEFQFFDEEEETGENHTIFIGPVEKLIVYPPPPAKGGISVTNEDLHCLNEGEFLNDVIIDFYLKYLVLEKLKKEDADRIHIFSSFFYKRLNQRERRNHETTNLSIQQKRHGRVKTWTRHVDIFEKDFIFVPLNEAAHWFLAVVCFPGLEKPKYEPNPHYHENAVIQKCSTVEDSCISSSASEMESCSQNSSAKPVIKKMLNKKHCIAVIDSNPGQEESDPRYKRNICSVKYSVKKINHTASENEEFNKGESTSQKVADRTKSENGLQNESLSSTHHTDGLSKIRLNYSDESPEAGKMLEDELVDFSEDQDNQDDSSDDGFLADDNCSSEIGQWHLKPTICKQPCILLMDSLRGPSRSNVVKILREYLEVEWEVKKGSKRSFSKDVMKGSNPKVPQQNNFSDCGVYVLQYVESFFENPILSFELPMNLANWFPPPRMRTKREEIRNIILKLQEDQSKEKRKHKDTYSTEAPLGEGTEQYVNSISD
# NR3A LBD binder: modulates the human NR3A ligand-binding domain | AID 1259313 | 340,000 compounds, 2.5% hits | Tm shift relative to glycine control, % at 25 µM | NR3A LBD differential scanning fluorimetry, Tm shift; 0% = protein alone, 100% = glycine-bound protein;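 active = melting temperature shift of at least 10% of the positive control shift, at one fixed dose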
# The depositor's hits bear a star; nt = no result given.
SMILES	hIAP activ	MPTP block	ATG4B inhibitor	SENP8 inh	PfG6PD inh	SENP1 FRET inh	SENP6 inh	NR3A LBD binder
O=C(CN1C(=O)NC2(CCc3ccccc32)C1=O)NCC(F)(F)F (stereo not drawn)	0.99	0.0	-11	3	0	1	-20	4
CC(C)C[C@@H](CO)N1CCN(Cc2cccnc2)CCC1=O	0.83	-0.6	8	6	-18	2	-2	6
Cc1nc(NCCO)c2nnn(Cc3ccccc3F)c2n1	0.89	-0.1	-5	23	1	0	-8	1
CCN(CC)c1ccc(C2C(C(C)=O)C(=O)CC(C)(O)C2C(C)=O)cc1 (stereo not drawn)	0.91	0.3	-8	19	11	-1	-2	-1
Cc1c(C(=O)N2CCOCC2)c(S(=O)(=O)N2CCN(c3ccc(Cl)cc3)CC2)c(C)n1C	1.1	-1.5	-2	8	8	1	-5	0
CCCCCCNc1c([N+](=O)[O-])c(=O)sc2ccccc12	0.96	18	1	0	-18	-80	-2	0
CCOC(=O)c1cc2c(ccn2C)n1CC(=O)N(CC)CC	0.84	0.2	-1	-7	2	2	17	0
CCN(Cc1cnn(C)c1)C(=O)c1cc(COc2ccc(F)cc2F)on1	0.98	1.9	-2	3	12	2	-6	-3
CCCCn1c(Cc2ccccc2)nnc1SCC(=O)Nc1cc(C)on1	1.2	1.0	-15	18	5	0	-7	2
CCCCS(=O)(=O)N1CCC(C(=O)NCC2CCCO2)CC1 (stereo not drawn)	0.85	-0.4	6	4	-2	2	-30	2
Cc1ccc(NC(=O)c2ccc3c(c2)[nH]c(=O)n3C(C)C)cc1	1	0.1	-1	4	7	-1	-10	-2
Cc1cc(Cl)ccc1OCC(=O)N[C@@H](Cc1ccccc1)c1nc2ccccc2[nH]1	1.4	17	-4	10	-4	0	9	5
CCCCn1c(N)c(N(CCOC)C(=O)c2oc3ccc(OC)cc3c2C)c(=O)[nH]c1=O	1.2	0.3	-3	0	7	-2	0	-3
COc1ccc(NC(=O)Cn2nnc(C(=O)NCc3ccco3)c2N)cc1	0.82	-0.7	7	23	-7	2	8	5
O=C(O)c1ccc(CS(=O)c2cccc(C(F)(F)F)c2)o1 (stereo not drawn)	0.73	-1.7	-3	5	-4	0	-19	2
CCN(CC)Cc1c[nH]c2c(C(=O)OC)cccc12	1.1	-0.4	-1	-225	-18	0	-11	-1
COc1cc2c(cc1OC)CN(CC(=O)Nc1cccc([N+](=O)[O-])c1)CC2	0.87	1.5	1	-61	9	-1	25	2
N#CCC(=O)N/N=C\c1cccc(OC/C=C/c2ccccc2)c1	0.9	0.0	-15	-7	18	2	-3	5
O=C(O)CCC(=O)N(Cc1ccco1)C1CC(=O)N(c2ccccc2)C1=O (stereo not drawn)	1.1	-0.4	-13	21	7	1	-16	1
O=C(O)CCc1nnc(SCC(=O)Nc2ccc(Br)cc2)[nH]c1=O	0.96	-3.1	15	5	-23	3	-1	1
COc1ccc(NC(=O)c2ccccc2-c2ccccc2)cc1	1	1.6	2	0	-15	2	-20	-1
CC(=O)NS(=O)(=O)c1ccccc1	0.87	-0.2	4	0	-7	1	-17	-2
O=C(COC(=O)CCC1CCCC1)Nc1ccc(F)cc1	1.1	-0.9	-13	11	15	4	-6	1
CCOCCCn1c(SC(C)C(=O)NCC2CCCO2)nc2sc(C)c(C)c2c1=O (stereo not drawn)	1	2.8	3	8	-7	0	-10	-2
O=C1C=C(NC(=O)Nc2ccc(Cl)c(Cl)c2)CCC1	1	91*	0	8	6	-4	-1	5
CCOc1ccc(Br)cc1C1C(C(=O)OC)=C(N)Oc2cc(N(C)C)ccc21 (stereo not drawn)	0.85	2.9	-8	-75	6	7	-11	-2
COc1ccccc1CC(NC(C)=O)C(=O)NC1CCN(C(=O)NCc2ccccc2)CC1 (stereo not drawn)	1.2	0.6	-7	3	-6	1	0	0
Cc1ccc(C(=O)Nc2nc3ccccc3c(=O)s2)cc1	1	-0.4	-13	8	27	1	-16	3
CCOC(=O)C1=C(C)n2c(s/c(=C3\C(=O)Nc4ccccc43)c2=O)=NC1c1ccc(OC)cc1 (stereo not drawn)	0.95	3.0	-10	29	-1	-1	-6	-3
CC(C)(C)c1ncc(S(=O)(=O)c2ccc(C(F)(F)F)cn2)c(N)n1	0.92	4.9	-6	17	-2	0	-2	2

SMILES	hIAP activ	MPTP block	ATG4B inhibitor	SENP8 inh	PfG6PD inh	SENP1 FRET inh	SENP6 inh	NR3A LBD binder
CC1CCc2c(sc3ncn(CCO)c(=O)c23)C1 (stereo not drawn)	0.92	-1.1	-2	1	-4	4	15	0
Cc1cc(C)c(C)c(S(=O)(=O)N2CCSCC2)c1C	1.1	-1.0	1	15	46	1	7	-5
COc1ccccc1-c1ocnc1C(=O)N1CCN(C(=O)C(c2ccccc2)c2ccccc2)CC1	0.99	0.4	-21	5	16	1	-29	0
Cc1ccccc1Nc1nc(N)nc(COC(=O)c2cccc(S(=O)(=O)N(C)C)c2)n1	0.96	0.9	-2	-1	9	4	-3	-2
CC(C)c1ccccc1NC(=S)NC(C)c1ccccc1 (stereo not drawn)	0.91	2.9	-2	9	-8	1	-3	0
Cc1ccc(CNC(=O)CCCc2c[nH]c3ccccc23)cc1	1.1	-0.5	-16	4	15	0	-25	1
O=C(O)c1cccc(N2CCCC2=O)c1	1	-1.4	9	6	6	1	-1	-2
Cc1ccc(C2Nc3ccc4ccccc4c3C3=C2C(=O)CC(C)(C)C3)o1 (stereo not drawn)	1	0.9	-9	-305	4	-47	-6	-4
Cc1ccc(S(=O)(=O)Oc2ccccc2/C=N/NC(=O)c2nn(C)cc2[N+](=O)[O-])cc1	1	1.2	-10	15	23	0	-1	4
COc1ccc(C(=O)Nc2ccc(S(=O)(=O)N3CCOCC3)cc2)cc1	0.73	1.8	-1	7	-8	1	-14	27*
O=C(CCN1CCN(c2ccccc2)CC1)Nc1ccc(OCc2ccccc2)cc1	0.77	27	2	11	-1	1	5	9
CCOC(=O)CNC(=O)CNC(=O)c1nn(-c2ccc(OC)c(OC)c2)c(=O)c2ccccc12	1.2	-0.5	-7	27	-9	0	-8	1
COc1ccc(NC(=O)CN2C(=O)c3cccc4cccc2c34)c(OC)c1	0.94	-1.0	-5	-35	2	-9	-20	2
CC(C)(C)NC(=O)C(c1ccc(F)cc1)N(CCc1ccccc1)C(=O)c1ccn[nH]1 (stereo not drawn)	1.9	-1.9	-12	8	17	0	3	-2
Cn1c(=O)c2c(ncn2CC(=O)OCC(=O)NCc2ccccc2Cl)n(C)c1=O	1	-3.0	2	23	-4	0	-5	2
COc1ccc(NC(=O)c2cccc3ccccc23)cc1	0.96	0.5	10	5	14	1	-2	22*
CCn1nnc(NC(=O)c2ccc(-c3ccc(Cl)cc3)o2)n1	0.96	-0.3	-5	-168	-5	-2	-5	-1
CSc1nc(N)nc2c1ncn2CC(=O)NCc1ccc2c(c1)OCO2	1.2	0.7	nt	-40	4	1	-21	0
O=C(NN=C1CCCCCCC1)c1ccccn1	0.82	-0.6	3	3	8	0	7	-2
CC1(C)Oc2cc(N)c([N+](=O)[O-])cc2O1	1.1	0.1	5	27	-15	4	-7	0
Cc1ccc(S(=O)(=O)N2CCCCC2)cc1C(=O)NCCN1CCOCC1	0.95	-1.9	-3	3	2	1	3	0
CCc1ccc(NC(=O)C2CCN(S(C)(=O)=O)CC2)cc1	1.1	-0.7	-4	6	-3	4	-11	3
NC(=O)C1=C[C@@H](c2ccccc2)C[C@@H](OCCCCO)O1	1.2	-1.7	-2	-1	20	-3	3	-1
COc1ccc(/C=N/NC(=O)c2ccc(CN3C(=O)c4cccc5cccc3c45)cc2)cc1O	0.95	-0.1	-19	-397	58	-23	-16	-4
O=C(Nc1cccc(S(=O)(=O)NC2=NCCC2)c1)c1cc(-c2ccccn2)nc2ccccc12	1.2	2.3	-8	10	-8	0	-8	-1
Cc1ccc(NC(=O)c2cc(C)nc3ccccc23)c(C)c1	1	0.3	2	5	-1	0	-18	0
CCC(=O)Nc1nnc(SCc2ccccc2F)s1	1.2	1.2	1	18	-1	0	4	0
N#Cc1ccc(-c2ccc(F)cc2)nc1Sc1ccccc1	0.92	5.4	-3	-57	-10	0	0	-9
Cc1ccnc(SCc2cn3c(C)cccc3n2)n1	1.1	-0.4	-9	-4	4	0	-4	2
O=C(Nc1ccccc1)N(Cc1ccccc1)CC(O)C(F)(F)F (stereo not drawn)	0.85	-4.0	-8	14	-1	-1	2	1

# Arranged by the number under NR3A LBD binder (falling): some entries from above
SMILES	NR3A LBD binder
Cc1ccc(CNC(=O)CCCc2c[nH]c3ccccc23)cc1	1
CCC(=O)Nc1nnc(SCc2ccccc2F)s1	0
CC(C)(C)NC(=O)C(c1ccc(F)cc1)N(CCc1ccccc1)C(=O)c1ccn[nH]1 (stereo not drawn)	-2

# Going on with the list.
SMILES	hIAP activ	MPTP block	ATG4B inhibitor	SENP8 inh	PfG6PD inh	SENP1 FRET inh	SENP6 inh	NR3A LBD binder
Brc1cccc(OCCN2CCCCC2)c1	1	0.5	-6	7	2	3	-3	2
COc1cc(NC(=O)Cc2ccccc2)nc(OC)n1	1.1	0.5	-16	6	-2	1	-16	1
Cc1ccc(/C=N/NC(=O)c2ccc(OC3CCCC3)cc2)o1	1.1	-0.5	-7	-36	11	-1	-22	-30
COc1ccc2[nH]c(C(=O)Nc3ccc(C)c(F)c3)cc2c1	0.96	26	-2	-282	-7	1	-36	7
CC(=O)Nc1ccc(S(=O)(=O)N(C#N)c2nc(N(C)C)nc(N(C)C)n2)cc1	1.1	1.7	-5	-117	-7	2	11	1
COc1ccc(C2C(C(=O)N3CCN(C)CC3)c3cc(OC)c(OC)cc3C(=O)N2C)cc1 (stereo not drawn)	0.94	-0.9	-5	10	-1	1	6	0

# Gathered by group: those above containing fluorine (11)
SMILES	hIAP activ	MPTP block	ATG4B inhibitor	SENP8 inh	PfG6PD inh	SENP1 FRET inh	SENP6 inh	NR3A LBD binder
O=C(CN1C(=O)NC2(CCc3ccccc32)C1=O)NCC(F)(F)F (stereo not drawn)	0.99	0.0	-11	3	0	1	-20	4
Cc1nc(NCCO)c2nnn(Cc3ccccc3F)c2n1	0.89	-0.1	-5	23	1	0	-8	1
CCN(Cc1cnn(C)c1)C(=O)c1cc(COc2ccc(F)cc2F)on1	0.98	1.9	-2	3	12	2	-6	-3
O=C(O)c1ccc(CS(=O)c2cccc(C(F)(F)F)c2)o1 (stereo not drawn)	0.73	-1.7	-3	5	-4	0	-19	2
O=C(COC(=O)CCC1CCCC1)Nc1ccc(F)cc1	1.1	-0.9	-13	11	15	4	-6	1
CC(C)(C)c1ncc(S(=O)(=O)c2ccc(C(F)(F)F)cn2)c(N)n1	0.92	4.9	-6	17	-2	0	-2	2
CC(C)(C)NC(=O)C(c1ccc(F)cc1)N(CCc1ccccc1)C(=O)c1ccn[nH]1 (stereo not drawn)	1.9	-1.9	-12	8	17	0	3	-2
CCC(=O)Nc1nnc(SCc2ccccc2F)s1	1.2	1.2	1	18	-1	0	4	0
N#Cc1ccc(-c2ccc(F)cc2)nc1Sc1ccccc1	0.92	5.4	-3	-57	-10	0	0	-9
O=C(Nc1ccccc1)N(Cc1ccccc1)CC(O)C(F)(F)F (stereo not drawn)	0.85	-4.0	-8	14	-1	-1	2	1
COc1ccc2[nH]c(C(=O)Nc3ccc(C)c(F)c3)cc2c1	0.96	26	-2	-282	-7	1	-36	7
